High-throughput results (PubChem)
procasp7 counter = counter-screen: procaspase-7 (human) activation | recombinant procaspase-7, Ac-DEVD-pNA absorbance 405 nm; D23A/D198A/D206A triple mutant, cannot self-cleave; scale: DMSO 0, 5 µM enzyme 100 | activation, % at 8.5 µM | 0.093% of 330,000 active | AID 463210;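 active = percent activation above the screen-wide mean plus 3 SD, cut at about 25% in these data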
Target sequence (P55210 whole entry D23A/D198A/D206A): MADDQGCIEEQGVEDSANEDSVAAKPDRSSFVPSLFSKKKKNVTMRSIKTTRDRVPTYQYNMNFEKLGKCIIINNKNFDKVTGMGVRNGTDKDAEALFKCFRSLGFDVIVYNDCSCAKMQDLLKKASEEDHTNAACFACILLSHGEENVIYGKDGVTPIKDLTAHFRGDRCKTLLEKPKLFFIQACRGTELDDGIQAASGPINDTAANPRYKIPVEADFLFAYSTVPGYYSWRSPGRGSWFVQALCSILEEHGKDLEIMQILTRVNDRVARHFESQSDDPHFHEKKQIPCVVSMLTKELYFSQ
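signal = Epi-absorbance of released pNA at 405 nm, two timepoints | assay system = Uncleavable procaspase-7 mutant enzyme | reagent = Ac-DEVD-pNA substrate, 400 µM as added | times = 1 h enzyme–compound preincubation and 2 h substrate reaction, both 25 °C | benchmarks = low DMSO alone, high DMSO plus 5 µM PC-7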
Efflux pump mplx = blocks antifungal efflux pumps in multiplex yeast assay; S. cerevisiae Candida pump triplex, Nile Red efflux; inhibition, % at 10 µM; 0.44% of 330,000 active;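 active = plate passing quality check with inhibition over a set limit, or well fluorescence over plate mean plus 4 SD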;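 note: Nile Red retained in pooled yeast measured as flow cytometry median fluorescence; 0% = buffer negative control and 100% = Enniatin B positive control; higher means more Nile Red kept so more efflux inhibition; some compounds called inactive have numbers as strong as hits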
procasp3 activ = activates human procaspase-3 | P42574 | activation, % at 8.5 µM | recombinant procaspase-3 D3A, Ac-DEVD-pNA absorbance 405 nm | 0.11% of 330,000 active;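 active = activation above the mean of all tested compounds plus 3 SD, cut at about 21% in these data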;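 note: 0% = DMSO alone and 100% = DMSO wells spiked with extra 5 µM PC-3 D3A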
Target sequence (P42574 whole entry D9A/D28A/D175A): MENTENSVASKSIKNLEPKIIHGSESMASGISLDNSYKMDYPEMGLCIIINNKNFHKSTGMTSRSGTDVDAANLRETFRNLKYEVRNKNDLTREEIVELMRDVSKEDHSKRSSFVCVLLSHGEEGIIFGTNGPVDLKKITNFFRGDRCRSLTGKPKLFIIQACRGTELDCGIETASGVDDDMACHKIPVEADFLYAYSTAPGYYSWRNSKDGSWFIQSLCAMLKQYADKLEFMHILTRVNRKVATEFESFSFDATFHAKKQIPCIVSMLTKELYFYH
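Test system: Procaspase-3 D3A mutant, all three cleavage aspartates alanine | Dosing: Single dose, 8.5 µM nominal compound, 0.8% DMSO | Schedule: 1 h preincubation, 2 h reaction | Technique: 405 nm absorbance of p-nitroaniline, reads at 0 and 120 min | Repeats: One well per compound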
core dimer inh = blocks dimerization of HCV core protein. TR-FRET GST/Flag-core106 dimerization, 1536-well. inhibition, % at 5 µM. 0.33% of 300,000 active;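 active = inhibition above the mean of all tested compounds plus 3 SD, set per screening campaign, cut at about 45% in these data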
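Material: Tagged HCV core106 pair (GST and Flag) | Amount: GST-core106 13.5 nM, Flag-core106 17 nM | Medium: KF-containing HEPES buffer, pH 7.45, DTT, CHAPS, BSA | Reagent: Eu donor and XL665 acceptor anti-tag antibodies | Schedule: 4 h at 22.5 °C | Technique: Time-resolved FRET, ex 340 nm, em 617 and 671 nm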
PP1 counter = PP1-alpha (human) inhibition in PP5 counter-screen; inhibition, % at 6.7 µM; 0.9% of 320,000 active; P62136; purified PP1alpha, OMFP fluorescence; AID 2235;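 active = inhibition above the mean inhibition of all tested compounds plus 3 SD, computed separately for each screening campaign, cut at about 15% in these data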
Fh CTSL1 inh = cathepsin L1 inhibition, PFM18AAP counter-screen | inhibition, % at 5.96 µM | recombinant F. hepatica cathepsin L1, Z-Leu-Arg-MCA fluorescence | AID 1906 | 0.49% of 300,000 active;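 active = inhibition above the mean of all tested compounds plus 3 SD, set per screening campaign, cut at about 17% in these data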;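 note: 0% = plate median of test compound wells and 100% = 1 µM Z-Phe-Ala-diazomethylketone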
TPT1 inh = C. albicans TPT1 enzyme inhibition; recombinant caTPT1, FP RNA substrate dephosphorylation; inhibition, % at 5 µM; 0.81% of 300,000 active;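 active = inhibition above the mean of all tested compounds plus 3 SD, set per screening campaign, cut at about 24% in these data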;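 note: plate controls were DMSO alone for no effect and ferristatin control at 100 nM for full effect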
JMJD2C inh = inhibitors of human GASC-1 (JMJD2C) demethylase; 0.069% of 330,000 active; AID 2099; Q9H3R0; GST-JMJD2C(1-420) H3K9me3 demethylation, DELFIA europium; inhibition, % at 2.35 µM;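 active = more than half of a compound's replicate wells show inhibition beyond 50%, single wells judged on their own value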;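 note: signal counts dimethyl H3K9 product captured on neutravidin plate; 0% = median of DMSO wells and 100% = 0.3 times that DMSO median; strong numbers were not always called active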
PP5 inh = PP5 (human) phosphatase inhibition. P53041. purified PP5c, OMFP substrate fluorescence. inhibition, % at 6.7 µM. 0.18% of 320,000 active. AID 1987;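 active = inhibition above the campaign's mean inhibition across all tested compounds plus 3 SD, cut at about 9.5% in these data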;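 note: 0% = DMSO only and 100% = 100 µM cantharidin control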
Target sequence (P53041 whole entry, looked up): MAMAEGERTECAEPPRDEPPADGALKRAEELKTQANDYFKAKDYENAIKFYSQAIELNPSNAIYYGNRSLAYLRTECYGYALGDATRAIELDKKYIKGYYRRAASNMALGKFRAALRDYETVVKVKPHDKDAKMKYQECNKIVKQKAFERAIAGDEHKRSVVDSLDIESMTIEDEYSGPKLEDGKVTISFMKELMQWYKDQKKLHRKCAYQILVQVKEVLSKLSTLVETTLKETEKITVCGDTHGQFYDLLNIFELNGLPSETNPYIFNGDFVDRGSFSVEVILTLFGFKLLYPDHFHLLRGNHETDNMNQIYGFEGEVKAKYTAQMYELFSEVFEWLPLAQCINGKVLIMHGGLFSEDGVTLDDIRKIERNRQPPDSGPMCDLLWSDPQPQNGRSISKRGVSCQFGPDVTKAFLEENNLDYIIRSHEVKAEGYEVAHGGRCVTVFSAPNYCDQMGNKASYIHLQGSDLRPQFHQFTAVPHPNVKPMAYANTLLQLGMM
* = called active by the depositor; x = no result given.

Every second line gives: JMJD2C inh, TPT1 inh, procasp3 activ, procasp7 counter, core dimer inh, PP5 inh, Fh CTSL1 inh, Efflux pump mplx, PP1 counter
1: O=S(=O)(c1ccccc1)c1nc(-c2ccc(F)cc2)oc1NCC1CCCO1 (stereo unspecified)
    0, x, 4, 1, x, -1.2, x, 0.2, -2
2: N#Cc1cccc2c1-c1ccccc1/C2=N/NC(N)=S
    54, -2, -11, -16, -18, 3.9, -1, -0.1, 9
3: Cc1cc(Cl)c(S(=O)(=O)Nc2ccc3c(c2)OCO3)cc1OCC(N)=O
    -2, -3, -4, -5, 3, 1.6, 1, 0.1, -6
4: NC(=O)c1cccc([N+](=O)[O-])c1
    2, x, 3, 6, x, 1.4, x, -0.1, -1
5: CCOc1ccc(CCNC(=O)CN2CCN(Cc3ccccc3F)C2=O)cc1OCC
    28, -1, 12, -3, -4, 0.2, 0, -0.1, -4
6: c1ccc(N/N=C(\Cc2ncc[nH]2)c2ccccc2)cc1
    -6, 0, 0, -7, -3, 0.7, 8, 0.1, -5
7: CC(C)(C)C1CCC(=NNC(=O)CC(=O)NCc2ccccc2)CC1 (stereo unspecified)
    8, -3, -1, 6, -16, 1.7, 6, 0.1, -2
8: C=CCn1c(SCC(=O)Nc2cccnc2Cl)nnc1-c1ccc(Cl)cc1
    0, -1, 0, 9, -3, -1.9, 4, 0.0, -1
9: Cc1cc(C)nc(Sc2ncnc3c2oc2ccccc23)n1
    -4, -3, 2, 4, 1, 1.9, -2, 0.0, -1
10: CCOc1ccc(NC(=O)NCc2ccccn2)cc1
    -3, 0, -2, -2, -17, 2.1, -2, 0.2, 0

Every second line gives: JMJD2C inh, TPT1 inh, procasp3 activ, procasp7 counter, core dimer inh, PP5 inh, Fh CTSL1 inh, Efflux pump mplx, PP1 counter
11: Cc1nc2ccc([N+](=O)[O-])cc2c(=O)n1Cc1cccc(F)c1
    5, 0, -1, -7, 6, 0.5, 3, 0.1, 0
12: CC(c1nccs1)N(C)C(=O)CCc1nnc(CCc2ccccc2)o1 (stereo unspecified)
    -2, -2, 2, 0, 0, 0.1, -4, 0.3, 3
13: O=C(O)CN1C(=O)/C(=C\c2cccc(OCc3ccccc3)c2)SC1=S
    -1, -2, -13, -10, 9, 1.5, 3, -0.2, 5
14: COc1ccc(OCc2cc(C(=O)N3C[C@@H](C)O[C@@H](C)C3)no2)c(Cl)c1
    6, 1, 12, -3, 2, 4.3, 0, 4.4, -4
15: O=S(=O)(Cc1cc(Cl)nc(-c2cccnc2)n1)c1ccccc1
    2, 2, -3, -3, 8, 3.0, -3, 0.1, 0
16: Cc1ccc(-n2ncc3c(N4CCC(C(N)=O)CC4)ncnc32)c(C)c1
    -5, -1, -1, 2, -3, -2.1, 0, -0.1, -4
17: Cc1csc2c(=O)sc(NC(=O)c3ccc(F)cc3)nc12
    -1, -3, 2, -1, 1, -0.2, 4, 0.0, -6
18: CCN(CC)CCn1c(SCC(=O)NCCC2=CCCCC2)nc2c(sc3ccccc32)c1=O
    -25, -2, -5, -13, -3, 1.1, 6, 0.3, 6
19: O=C(CNC(=O)c1ccco1)N/N=C/c1cc(Br)ccc1O
    -17, -1, 3, 7, 2, -1.0, 0, -0.1, 0
20: Nc1ccc(-c2nnc(-c3ccc(N)cc3)o2)cc1
    1, 0, -1, -14, -21, 0.7, 1, 0.1, 5

Every second line gives: JMJD2C inh, TPT1 inh, procasp3 activ, procasp7 counter, core dimer inh, PP5 inh, Fh CTSL1 inh, Efflux pump mplx, PP1 counter
21: O=C(CSc1nnc(C2CC2)n1Cc1ccccc1)NCc1ccccc1
    -20, -1, -6, -3, -1, -2.0, 0, -0.1, -6
22: Cc1nc(N)c(Cc2ccccc2F)c(N)n1
    -9, -6, 3, 1, 2, 0.5, -5, 0.0, 0
23: Cc1cc(OCC(=O)Nc2ccc(N3CCCC3)cc2)cc(C)c1Cl
    4, 6, 4, -14, 9, 3.2, 1, 0.2, 18*
24: COc1ccc(C(=O)NC(=S)Nc2cccc3cc(O)ccc23)cc1OC
    3, 1, 0, -20, 29, 0.7, 2, -0.1, -2
25: Cc1cc(Nc2nc3ccccc3nc2Cl)n(-c2ccc([N+](=O)[O-])cc2)n1
    -9, -2, -7, 5, 0, 2.3, 5, -0.1, -3
26: CCOc1ccccc1N(CC(=O)Nc1ccc(OC)cc1)S(=O)(=O)c1ccccc1
    -17, -4, -2, 4, 14, 0.2, 5, -0.1, 2
27: COc1ccc(/C=N\NC(=O)COc2ccccc2Cl)cc1Cn1nc(C)cc1C
    -49, 1, 12, 8, 13, -1.3, -4, 0.0, 2
28: CCOc1ccc(CCNC(=O)c2sc3nc4n(c(=O)c3c2C)CCC4)cc1OCC
    -8, -2, 9, 9, -3, 3.5, -1, 0.0, -1
29: O=C(CSc1nnc(-c2cccs2)n1-c1ccccc1)N1CCCc2ccccc21
    2, 0, 2, 11, 6, -0.2, 2, 0.1, -2
30: CCCOc1ccc(C2/C(=C(/O)c3ccc(F)cc3)C(=O)C(=O)N2CCCN(C)C)cc1 (stereo unspecified)
    -17, 0, -2, 1, -1, -2.5, -6, 0.0, -4

Every second line gives: JMJD2C inh, TPT1 inh, procasp3 activ, procasp7 counter, core dimer inh, PP5 inh, Fh CTSL1 inh, Efflux pump mplx, PP1 counter
31: COc1ccc(NC(=O)c2c[nH]n3c(=O)cc(C4CCN(C(=O)OC(C)(C)C)CC4)nc23)cc1Cl
    12, -4, 0, 6, 22, -1.0, -6, 1.1*, 14
32: O=C(Cn1nc(C(F)F)cc1C(F)F)NNC(=S)Nc1ccc([N+](=O)[O-])cc1
    3, -3, -7, -13, 6, 5.0, 0, 0.4, 3
33: CN1CCN(c2ccc(C(F)(F)F)cc2NC(=O)c2ccco2)CC1
    2, -2, -3, 0, 7, -3.4, 0, -0.1, -1
34: CC(C)(C)NC(=O)Cn1nnc(-c2ccc(Cl)cc2)n1
    109, 1, 5, 2, -5, 2.3, -1, 0.2, 0
35: Cc1cc(C)c(Nc2cc(S(=O)(=O)O)c(N)c3c2C(=O)c2ccccc2C3=O)c(C)c1
    17, -1, -8, 10, -13, 7.8, 4, -0.3, 25*
36: COc1nc2ccc(C)cc2cc1-c1noc(-c2ccccc2)n1
    -3, 9, 0, 6, -2, 2.5, 0, 0.0, 8
37: O=C(/C=C/c1ccccc1)Nc1cccnc1Oc1ccccc1F
    0, 0, 2, 6, 2, -0.1, -1, 0.0, -3
38: CN1CCN(c2nc3c(c(=O)[nH]c(=O)n3C)n2Cc2cccc3ccccc23)CC1
    -8, -9, -7, 4, -5, 0.4, 3, -0.1, -1
39: O=C(c1noc2c1CCCC2)N1CCN(c2ccc(F)cc2)CC1
    19, -3, 3, -4, 2, -0.6, -5, 0.2, -3
40: O=C(NCc1ccccc1)C(=O)NCC1OCCN1C(=O)c1ccc(Cl)cc1 (stereo unspecified)
    6, -3, 2, 2, 2, -3.2, 5, -0.1, 1

Every second line gives: JMJD2C inh, TPT1 inh, procasp3 activ, procasp7 counter, core dimer inh, PP5 inh, Fh CTSL1 inh, Efflux pump mplx, PP1 counter
41: CCCCSc1nnc(-c2ccccc2)c2ccccc12
    -1, -2, 2, 10, 8, 0.4, 1, -0.1, -4
42: CCOC(=O)C(=CNc1ccc(-c2ccco2)c(Cl)c1)C(=O)OCC
    1, 5, 4, 4, 13, -0.3, 12, -0.1, -4
43: O=c1c2c3c(sc2ncn1-n1cccc1)CCCCC3
    7, 0, -1, 11, 10, 1.7, -1, -0.3, -8
44: Cc1cccc(C)c1NC(=S)N1CCC(N(C)CC2CCCO2)CC1 (stereo unspecified)
    13, -1, 5, -2, -3, 0.3, 5, -0.2, -3
45: O=C(/C=C1\NCC2c3ccccc3CCN2C1=O)c1ccccc1 (stereo unspecified)
    4, 23, 2, -10, 11, -0.4, 1, 0.1, 4
46: CC(=O)c1c(C)oc2ccc(N(C(C)=O)S(=O)(=O)c3ccc(Cl)c([N+](=O)[O-])c3)cc12
    -2, 0, -3, -3, 28, 3.2, 0, 0.2, -2
47: CCOc1ccc(NC(=O)Cn2nnc(-c3ccccc3F)n2)cc1
    -12, 1, 2, 5, 0, 1.1, 3, 0.1, 1
48: O=[N+]([O-])c1ccc(N/N=C/c2ccccc2)c(F)c1
    -14, 27*, -29, -29, -6, 5.7, 1, 0.1, 3
49: CCCOc1ccc(NC(=O)c2c(-c3ccccc3)noc2C)cc1
    -8, -2, -3, 4, 2, 0.8, -2, 0.0, -5
50: CSc1ccc2[nH]c(=O)cc(C)c2c1
    -1, -6, -1, 4, -4, 2.5, 0, 0.0, -1

Shown screen by screen: entries from further up.
[20] Nc1ccc(-c2nnc(-c3ccc(N)cc3)o2)cc1
[21] O=C(CSc1nnc(C2CC2)n1Cc1ccccc1)NCc1ccccc1

screen / no. | 20 | 21
JMJD2C inh | 1 | -20
TPT1 inh | 0 | -1
procasp3 activ | -1 | -6
procasp7 counter | -14 | -3
core dimer inh | -21 | -1
PP5 inh | 0.7 | -2.0
Fh CTSL1 inh | 1 | 0
Efflux pump mplx | 0.1 | -0.1
PP1 counter | 5 | -6

New compounds follow
Every second line gives: JMJD2C inh, TPT1 inh, procasp3 activ, procasp7 counter, core dimer inh, PP5 inh, Fh CTSL1 inh, Efflux pump mplx, PP1 counter
51: COc1cccc(C(=O)Nn2c(C)nnc2-n2nc(C)cc2C)c1
    -10, -1, 12, 4, 1, -1.7, -2, 0.0, 5
52: Cc1ccccc1-c1nnc(SCC(=O)N(C)c2c(N)n(Cc3ccccc3)c(=O)[nH]c2=O)n1C
    -6, -2, 5, 4, -7, -1.6, 1, -0.1, 6
53: CCC(=O)Oc1ccc2c(C)cc(=O)oc2c1C
    4, -5, -37, 1, 9, 0.5, -20, 0.0, 0
54: CC(C)(C)C(=O)Nc1ccc(S(=O)(=O)Nc2ccccn2)cc1
    -19, -2, 0, 5, 0, -0.1, 3, 0.0, -3
55: O=C(NCc1nnc2c(C(F)(F)F)cc(Cl)cn12)c1ccc2c(c1)OCO2
    23, 1, 0, -1, -13, -0.6, 1, 0.0, -2
56: COc1ccc(-n2ncc3c(N(C)C4CCCCC4)ncnc32)cc1
    -1, 1, -2, -1, 2, 1.7, 3, -0.4, 0
57: CC1(C)C2CCC13CS(=O)(=O)NC3C2 (stereo unspecified)
    -4, -1, 4, -2, -1, 0.6, -1, -0.3, -3
58: Cc1cnc(C(=O)N2CCCC(N3CCN(c4cccc(C(F)(F)F)c4)CC3)C2)cn1 (stereo unspecified)
    -4, 5, 1, 2, 2, -0.1, 0, 0.6, -5
59: COc1ccc(-n2nc(C(=O)N(C)C)nc2-c2ccccc2)cc1
    11, 0, -1, 9, 4, -4.6, -3, 0.0, -2
